# High-throughput results deposited in PubChem by Sanford-Burnham Center for Chemical Genomics.
# TNAP inh pNP: human TNAP enzyme inhibitors, primary screen, biochemical, colorimetric, p-nitrophenol readout; purified TNAP, pNPP hydrolysis, absorbance 405 nm; 21,000 tested, under 10 active; inhibition, % at 20 µM; AID 615, 2007; Alkaline phosphatase, tissue-nonspecific isozyme (Homo sapiens), P05186;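 further: 0% = DMSO only wells and 100% = 1 mM levamisole wells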
# Target sequence (P05186 whole entry, looked up): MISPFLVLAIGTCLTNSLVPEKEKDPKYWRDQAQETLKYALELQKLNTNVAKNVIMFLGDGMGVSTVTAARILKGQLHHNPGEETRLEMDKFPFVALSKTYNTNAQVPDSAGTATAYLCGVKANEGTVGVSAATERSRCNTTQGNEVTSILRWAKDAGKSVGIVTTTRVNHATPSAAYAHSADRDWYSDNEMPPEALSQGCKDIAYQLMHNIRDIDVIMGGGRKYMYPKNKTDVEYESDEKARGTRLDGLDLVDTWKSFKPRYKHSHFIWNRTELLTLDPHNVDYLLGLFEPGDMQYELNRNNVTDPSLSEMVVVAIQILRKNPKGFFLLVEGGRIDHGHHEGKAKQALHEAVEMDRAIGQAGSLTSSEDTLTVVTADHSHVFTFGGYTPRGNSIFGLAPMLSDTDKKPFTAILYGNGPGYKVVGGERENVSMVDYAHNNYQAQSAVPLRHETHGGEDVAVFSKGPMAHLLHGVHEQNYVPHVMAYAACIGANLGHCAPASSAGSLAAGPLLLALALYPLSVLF
# TNAP Pi inh: human TNAP enzyme inhibitors, primary screen, biochemical, colorimetric, phosphate release readout | inhibition, % at 20 µM | 21,000 tested, under 10 active | Alkaline phosphatase, tissue-nonspecific isozyme (Homo sapiens), P05186 | purified TNAP, pNPP, malachite green phosphate absorbance
# The depositor's hits bear a star.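 How the source made its calls: active means inhibition above 50% at the 20 µM single-dose screen; inactive means the rest.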 These rows are one share of the data; count on the stated rates, not on these rows.
# Start of the data: the first 2 records, ahead of the listing:
TNAP inh pNP	TNAP Pi inh	Molecule
0	0	COc1ccc(CCNS(=O)(=O)c2ccccc2)cc1OC
-6	-2	CCCN(CCC)C1CC(=O)N(Cc2ccccc2)C1=O (configuration not stated)

# The listing, repeating the preview:
TNAP inh pNP	TNAP Pi inh	Molecule
0	0	COc1ccc(CCNS(=O)(=O)c2ccccc2)cc1OC
-6	-2	CCCN(CCC)C1CC(=O)N(Cc2ccccc2)C1=O (configuration not stated)
1	-29	COC(=O)CCC(=O)Oc1ccc(OC(=O)CCC(=O)OC)cc1
5	-1	CCCCC(=O)Nc1cccc(NC(=O)CC)c1
2	8	N#Cc1ccccc1NC(=O)Nc1cccc(Cl)c1
1	11	CC1(C)CC(=O)C(C=NCCN2CCN(C(=O)CC3CCCC3)CC2)=C(O)C1
7	4	O=C(N1CCCCC1)C12CC3CC(C1)CC(C(=O)N1CCCCC1)(C3)C2
6	7	COc1ccc(-c2nc(N)n[nH]2)cc1OC
4	8	COc1ccccc1N1CCN(C(=O)c2ccc(C(C)(C)C)cc2)CC1
6	10	CCN(CC)C(=O)CSc1nnc(-c2cc3ccccc3cc2O)n1CC

# The list continues.
TNAP inh pNP	TNAP Pi inh	Molecule
3	1	CCOc1ccc(OCc2ccc(C(=O)NCC3CCCO3)o2)cc1 (configuration not stated)
-12	-44	CC1=CC(C)(C)Nc2ccc(OC(=O)c3ccco3)cc21
-6	0	COc1ccc(S(=O)(=O)N(Cc2cccs2)C2CCCC2)cc1
2	8	CCOC(=O)C1CCN(C(=O)c2cccc(C(=O)N3CCC(C(=O)OCC)CC3)c2)CC1
3	7	Cc1cc(C(=O)NCc2ccc(S(N)(=O)=O)cc2)c(C)o1
4	8	CCCCC(=O)Nc1sc2c(c1C(N)=O)CCC2
-6	-4	O=C(NCc1ccco1)c1cccc2ccccc12
-5	7	CCn1c(SCC(=O)N2CCN(c3ccccc3)CC2)nnc1-c1cc2cc(Cl)ccc2o1
10	8	CC1=C(C)NC(=S)SC1
8	-5	O=C(COc1ccc(Cl)cc1)OCC(=O)N1CCCCCC1

# (list continues)
TNAP inh pNP	TNAP Pi inh	Molecule
9	16	O=C(O)c1ccc(C(=O)c2ccc3c(c2)C(=O)N(Cc2ccco2)C3=O)cc1
2	7	CC(=O)c1cccc(NC(=O)CN2C(=O)C3C4C=CC(C4)C3C2=O)c1 (configuration not stated)
0	0	Cc1cc(C)c2c(N)c(C(=O)c3ccccc3)oc2n1
5	19	COc1ccc2cc(C(c3nnnn3Cc3ccccc3)N3CCCCCC3)c(=O)[nH]c2c1 (configuration not stated)
5	8	Cc1ccn2cc(-c3nonc3C)cc2c1
7	11	CCN(C(=O)COC(=O)c1c(-c2ccccc2)noc1C)C1CCS(=O)(=O)C1 (configuration not stated)
4	7	Cc1cc(C)cc(N(C(=O)Cn2nnc3ccccc32)C(C(=O)NCc2ccco2)c2ccncc2)c1 (configuration not stated)
2	5	Cc1c(C#N)c2ncnc(N)c2n1-c1ccccc1
4	9	COc1ccc(CC2C(=O)OC(C)(C)OC2=O)cc1
0	0	COc1ccccc1C1C(C#N)=C(N)Oc2cc(C)n(Cc3ccccn3)c(=O)c21 (configuration not stated)

# Additional compounds.
TNAP inh pNP	TNAP Pi inh	Molecule
0	4	C(=N\n1cnnc1)/c1ccc(OCc2ccccc2)cc1
2	-5	c1ccc(-n2nnnc2Oc2ccc(-n3ccnc3)cc2)cc1
2	7	CCN(CC)CCN1C(=O)C(=O)/C(=C(/O)c2c(C)[nH]c(C(=O)OC)c2C)C1c1ccccc1 (configuration not stated)
8	-11	O=C1CC(c2ccc(Cl)cc2)n2nc(N3C(=O)CCC3=O)nc2N1 (configuration not stated)
-7	0	CSCC[C@H](NC(=O)NCc1cccs1)C(=O)O
2	1	CC(=O)N1CCC2(CC1)C(C#N)=C(N)Oc1n[nH]c(C(F)(F)F)c12
-3	3	O=C(c1ccc2c3c(cccc13)CC2)N1CCOCC1
2	-4	CC(=O)c1cc2c(cc1NC(=O)CN1CCOCC1)OCO2
5	-4	CC(=C1C2C=CC1C1C(=O)NC(=O)C21)c1ccccc1 (configuration not stated)
5	8	CC(C)CC(C(=O)O)C(C)CC(=O)Nc1ccn(-c2ccccc2)n1 (configuration not stated)

# (cont.)
TNAP inh pNP	TNAP Pi inh	Molecule
2	-8	CCCCOc1ccc(/C(N)=N/O)cc1
5	11	CC(C)(C)N(Cc1cc2ccccc2[nH]c1=O)C(=O)c1cccnc1
-7	-2	COc1ccc(CN(C(=O)c2ccco2)c2ccc(Br)cc2)cc1OC
2	4	COc1cccc(N2C(=O)CC(Nc3ccc(N4CCOCC4)cc3)C2=O)c1 (configuration not stated)
-15	-2	N/C(CC(=O)NCCOc1ccccc1)=N\O
0	12	CN1C(=O)N(C)C2C1N(C)S(=O)(=O)N2C (configuration not stated)
-5	0	COc1ccc(N(C(=O)c2ccco2)S(=O)(=O)c2cccs2)cc1
-2	10	O=C(NCc1ccco1)c1cc(-c2ccccn2)nc2ccccc12
4	9	Cc1[nH]c2ccccc2c1C(=O)CSCC(=O)O
0	0	Cc1cccc(OCCN2CSC(=S)N(C)C2)c1

# (list continues)
TNAP inh pNP	TNAP Pi inh	Molecule
1	12	Clc1ccc(OCc2nn3c(C4CCCCC4)nnc3s2)c(Cl)c1
6	-15	CN(C(=O)c1cccnc1)c1nnc(-c2cccnc2)s1
1	16	CCn1c(CSc2ncccn2)nnc1SCC(=O)N1CCc2ccccc21
2	17	COc1ccc(S(=O)(=O)N2CCC(C(=O)NCc3ccccn3)CC2)cc1C
0	0	CC1(C)CC(=O)C2=C(C1)N(CC1CCCO1)C(=O)C2(O)C(F)(F)F (configuration not stated)
5	13	COc1ccc(OCC(=O)N2CCN(c3cccc(C(F)(F)F)c3)CC2)cc1
1	4	NC(=O)CSc1nnc(COc2ccccc2)n1CCc1ccccc1
0	1	Cc1ccc(C)c2[nH]c(=O)c(CN(CC3CCCO3)S(=O)(=O)c3ccc4c(c3)OCCO4)cc12 (configuration not stated)
-10	-46	Cn1nnnc1CCOCCc1nnnn1C
3	3	CCOC(=O)C1CCCN(c2ncnc3c2[nH]c2cccc(OC)c23)C1 (configuration not stated)

# The listing continues.
TNAP inh pNP	TNAP Pi inh	Molecule
-6	-1	CCn1c(SCC(=O)OC(C)C)nnc1-c1cccc(Cl)c1
7	3	Cc1ccc(C)c(S(=O)(=O)Nc2ccc(S(=O)(=O)Nc3onc(C)c3C)cc2)c1
7	-5	O=S(=O)(NCc1ccc2c(c1)OCO2)c1cccc(S(=O)(=O)N2CCOCC2)c1
6	9	CCOC(=O)C1CCCN(C(=O)C2CC(=O)N(c3ccc(C)cc3)C2)C1 (configuration not stated)
8	3	O=S(=O)(Nc1nc2ccccc2nc1NCCO)c1cccc(Cl)c1
2	-28	CCN1C(=O)C(O)(C2COC(C)(C)CC2=O)c2cc(Br)ccc21 (configuration not stated)
7	8	COc1ccc(S(=O)(=O)N(C)CC(=O)O)c2ccccc12
-6	-2	Cc1ccc(N2C(=O)c3ccc(N)cc3C2=O)cc1
5	11	O=C(CN1C2=NCCN2c2ccccc21)C12CC3CC(CC(C3)C1)C2
3	4	Cn1c(SCC(=O)c2ccccc2)nnc1C1CC1

# Going on with the list.
TNAP inh pNP	TNAP Pi inh	Molecule
0	0	COc1ccc(C(C)C)cc1S(=O)(=O)Nc1ccc(Cl)cn1
-2	6	O=C1CC(c2ccccc2)Sc2ccccc2N1 (configuration not stated)
3	-4	Cc1c(C(N)=O)c(N)c(C(=O)c2ccccc2)n1-c1ccccc1
-2	7	CC1(c2cccs2)CC(c2cccs2)=C(C#N)C(=O)N1 (configuration not stated)
-11	-12	CC(C)c1cc(NCCN2CCOCC2)n2c(nc3ccccc32)c1C#N
-3	4	Clc1ccc(Cn2ncc3c(N4CCCCC4)ncnc32)cc1
5	9	CC(C)CC(=O)Nc1ccc(-c2cn3ccsc3n2)cc1
6	11	COc1ccc(/C(O)=C2/C(=O)C(=O)N(CCCN(C)C)C2c2ccccc2)cc1Cl (configuration not stated)
10	18	COc1ccc(CN2CCN(C(=O)CC(C)C)CC2)c2ccccc12
4	8	CCOC(=O)c1[nH]c(C)c(/C=N/O)c1C

# Additional records
TNAP inh pNP	TNAP Pi inh	Molecule
4	8	COc1ccc(Cn2nnnc2C(c2cccs2)N2CCSCC2)cc1 (configuration not stated)
-3	2	N#Cc1c(SCC(N)=O)nc2c(c1-c1ccc(O)cc1)CCCC2
0	0	CC(NC(=O)OCc1ccccc1)C(=O)OCN1C(=O)c2ccccc2C1=O (configuration not stated)
-2	3	COc1ccccc1OCc1nnc(SCC(=O)NCc2ccco2)n1Cc1ccco1
-5	3	COc1ccc(CC(NC(C)=O)C(=O)NC2CCN(c3c4c(nc5ncnn35)CCC4)CC2)cc1 (configuration not stated)
4	8	COc1ccc(S(=O)(=O)N2CCN(C(=O)[C@@H]3CCC(=O)N3C3OC(=O)c4ccccc43)CC2)cc1 (some centres not stated)
1	13	CS(=O)(=O)N(C(=O)NC(=O)NC1CCS(=O)(=O)C1)C1CCCCC1 (configuration not stated)
2	0	CN(C(=O)c1cccnc1)c1nnc(-c2ccccn2)s1
5	7	Cc1cc(NC(=O)C2CCCCC2C(=O)O)no1 (configuration not stated)
1	3	O=C1CSC(=NC2CCCCC2)N1

# (next part)
TNAP inh pNP	TNAP Pi inh	Molecule
4	-14	CSCCNC(=O)c1ccc(C(C)(C)C)cc1
-1	1	Cc1ccc(SCCC(=O)NCC2CCCO2)cc1 (configuration not stated)
1	13	Cc1cc(N2CCC(C)CC2)n2ncc(-c3ccccc3)c2n1
2	11	COC(=O)c1c(C)[nH]c(C(=O)C(C)Sc2nnc(-c3cc(OC)c(OC)c(OC)c3)o2)c1C (configuration not stated)
-2	3	Cc1nc(NCC2CCCO2)[nH]c(=O)c1CCC(C)C (configuration not stated)
-1	5	COc1ccc(OC)c(CC(NC(C)=O)C(=O)NC2CCN(c3nc(C)cc(C)c3C#N)CC2)c1 (configuration not stated)
-6	5	CCS(=O)(=O)N1CCN(C(=O)c2cc(OC)cc(OC)c2)CC1
3	8	Cc1c(Cl)cccc1NC(=O)CSc1nnc(C)n1-c1ccccc1
1	-11	O=C1OC(Nc2ccc(Br)cn2)c2ccccc21 (configuration not stated)
-4	6	O=C1CCCc2nc(N3CCN(c4ccccc4)CC3)ncc21

# An excerpt of these results, with values under each structure.
# Every second line gives: TNAP inh pNP | TNAP Pi inh
COc1ccccc1OCc1nnc(SCC(=O)NCc2ccco2)n1Cc1ccco1
 : -2 | 3
COc1ccc(CC(NC(C)=O)C(=O)NC2CCN(c3c4c(nc5ncnn35)CCC4)CC2)cc1 (configuration not stated)
 : -5 | 3
COc1ccc(S(=O)(=O)N2CCN(C(=O)[C@@H]3CCC(=O)N3C3OC(=O)c4ccccc43)CC2)cc1 (some centres not stated)
 : 4 | 8
CS(=O)(=O)N(C(=O)NC(=O)NC1CCS(=O)(=O)C1)C1CCCCC1 (configuration not stated)
 : 1 | 13
CN(C(=O)c1cccnc1)c1nnc(-c2ccccn2)s1
 : 2 | 0
Cc1cc(NC(=O)C2CCCCC2C(=O)O)no1 (configuration not stated)
 : 5 | 7
O=C1CSC(=NC2CCCCC2)N1
 : 1 | 3
CSCCNC(=O)c1ccc(C(C)(C)C)cc1
 : 4 | -14
Cc1ccc(SCCC(=O)NCC2CCCO2)cc1 (configuration not stated)
 : -1 | 1
Cc1cc(N2CCC(C)CC2)n2ncc(-c3ccccc3)c2n1
 : 1 | 13
COC(=O)c1c(C)[nH]c(C(=O)C(C)Sc2nnc(-c3cc(OC)c(OC)c(OC)c3)o2)c1C (configuration not stated)
 : 2 | 11
Cc1nc(NCC2CCCO2)[nH]c(=O)c1CCC(C)C (configuration not stated)
 : -2 | 3
COc1ccc(OC)c(CC(NC(C)=O)C(=O)NC2CCN(c3nc(C)cc(C)c3C#N)CC2)c1 (configuration not stated)
 : -1 | 5
CCS(=O)(=O)N1CCN(C(=O)c2cc(OC)cc(OC)c2)CC1
 : -6 | 5
Cc1c(Cl)cccc1NC(=O)CSc1nnc(C)n1-c1ccccc1
 : 3 | 8
O=C1OC(Nc2ccc(Br)cn2)c2ccccc21 (configuration not stated)
 : 1 | -11
O=C1CCCc2nc(N3CCN(c4ccccc4)CC3)ncc21
 : -4 | 6

# The listing continues.
TNAP inh pNP	TNAP Pi inh	Molecule
5	7	CN(c1nc2ccccc2n2c(-c3ccco3)nnc12)S(=O)(=O)c1ccccc1
3	18	CSc1nc2cc(Cl)ccc2s1
1	8	CCOC(=O)N1CCN(CCC(=O)Nc2cccc(Br)c2)CC1
9	0	O=C(c1ccccc1F)N1CCC(N2CCCCCC2)CC1
6	-1	COc1cc(C(=O)N2CCN(c3ncnc4sc(C)c(C)c34)CC2)cc(OC)c1OC
3	8	COc1ccc(NC(=O)N2CCC(NC(=O)c3ccco3)CC2)cc1
8	21	COC(=O)c1ccccc1NC(=O)CSc1nnc(Cc2ccc(Cl)cc2)o1
5	9	Cc1ccc(-n2cc3c(=O)n(C)c(=O)n(C)c3c2)cc1C
5	-9	Cc1nc(N2CCN(C(c3ccccc3)c3ccccc3)CC2)[nH]c(=O)c1C
1	4	COC(=O)CN1C(=O)C(C)(C)Oc2ccc(C(=O)NC3CC3)cc21

# Continuation.
TNAP inh pNP	TNAP Pi inh	Molecule
6	19	O=C(CSc1nnc(C2CCCCC2)n1Cc1ccccc1)NCc1ccco1
6	10	COc1cccc(OC)c1-c1nn2c(-c3ccco3)nnc2s1
4	11	c1csc(-n2nc3ccccc3n2)c1
1	5	C=C(C)CSC1=C(C#N)C(c2ccccc2Cl)CC(=O)N1 (configuration not stated)
-2	-16	O=C(OCc1csc(-c2ccccc2)n1)c1cccs1
0	0	COc1ccc(Nc2cc(C)nc(-n3nc(C)cc3C)n2)cc1
4	13	CCCCC(=O)Nc1ccc(NC(=O)c2ccc3c(c2)OCO3)cc1OC
-1	7	CCOc1ccc(N2CC(=O)N/C2=N\c2nc(C)cc(C)n2)cc1
-5	0	O=C(Nc1ccc2c(c1)OCO2)c1ccc(COc2ccc3c(c2)CCC3)o1
5	6	Oc1ccc(-c2[nH]ncc2-c2cccc3cccnc23)c(O)c1
